Compound activity deposited in PubChem BioAssay by several laboratories.
S1P2 ag: agonists of human S1P2 receptor; O95136; S1P2-expressing cell line, agonist reporter read-out; activation, % at 4.5 µM; 97,000 compounds, 0.46% hits; in the data active = activation above about 16%;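 also: 0% = vehicle low control and 100% = maximal reference agonist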
FAK inh: FAK (human) kinase inhibition. Q05397. biochemical FAK kinase activity assay. inhibition, %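 (tested at 7 µM)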. 97,000 compounds, 0.84% hits; in the data active = inhibition above about 19%;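 also: 0% = DMSO and 100% = reference compound high control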
Target sequence (Q05397 whole entry, looked up): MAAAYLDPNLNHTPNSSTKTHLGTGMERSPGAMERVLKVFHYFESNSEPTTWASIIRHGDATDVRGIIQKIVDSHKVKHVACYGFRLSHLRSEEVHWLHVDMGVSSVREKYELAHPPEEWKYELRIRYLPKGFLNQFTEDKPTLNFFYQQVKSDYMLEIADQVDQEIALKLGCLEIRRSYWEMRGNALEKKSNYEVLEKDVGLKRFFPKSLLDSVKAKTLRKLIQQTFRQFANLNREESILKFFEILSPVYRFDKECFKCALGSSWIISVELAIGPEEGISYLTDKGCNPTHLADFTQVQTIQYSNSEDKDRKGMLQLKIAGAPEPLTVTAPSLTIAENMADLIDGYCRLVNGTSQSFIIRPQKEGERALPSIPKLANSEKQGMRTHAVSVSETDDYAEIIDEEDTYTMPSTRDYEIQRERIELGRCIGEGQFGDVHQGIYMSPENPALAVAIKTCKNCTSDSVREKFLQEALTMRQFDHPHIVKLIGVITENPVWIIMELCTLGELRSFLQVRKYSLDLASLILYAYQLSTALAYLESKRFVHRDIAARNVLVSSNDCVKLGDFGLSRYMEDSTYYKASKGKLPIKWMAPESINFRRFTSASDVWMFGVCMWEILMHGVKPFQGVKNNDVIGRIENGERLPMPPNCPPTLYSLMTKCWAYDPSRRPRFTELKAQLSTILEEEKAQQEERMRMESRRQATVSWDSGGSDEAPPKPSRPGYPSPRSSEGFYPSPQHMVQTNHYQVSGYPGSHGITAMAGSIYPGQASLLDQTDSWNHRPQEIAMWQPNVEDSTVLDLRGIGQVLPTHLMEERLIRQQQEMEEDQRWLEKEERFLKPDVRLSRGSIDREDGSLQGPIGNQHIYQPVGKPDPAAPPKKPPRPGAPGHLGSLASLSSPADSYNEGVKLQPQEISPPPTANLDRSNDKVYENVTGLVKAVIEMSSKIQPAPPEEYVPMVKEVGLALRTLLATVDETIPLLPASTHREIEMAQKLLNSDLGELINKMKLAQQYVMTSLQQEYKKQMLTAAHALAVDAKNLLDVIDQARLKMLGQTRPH
HIV Rev-RRE inh: HIV Rev-RRE protein-RNA interaction inhibition; P05866; Rev peptide-RRE RNA binding, FRET; AID 704; inhibition, % at 8 µM; 97,000 compounds, 0.79% hits;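 active = inhibition above the screen-wide mean plus 3 SD, cut at about 35% in these data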;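 also: 0% = median DMSO wells and 100% = median Neomycin B control wells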
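Test system – labelled RRE RNA duplex and labelled Rev peptide · Reagent – labelled Rev peptide · Doses – one concentration, 8 µM nominal · Incubation – 5 + 15 min at 25 °C · Signal – FRET fluorescence readout · Read-out basis – % inhibition of FRET ratio versus controls · Control set – DMSO wells as 0% and neomycin B wells as 100% inhibition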
PostGolgi yeast: growth inhibition of a yeast mutant, post-Golgi transport screen; post-Golgi transport phenotypic cell assay; inhibition, % at 10 µM; 98,000 compounds, 0.9% hits; AID 739;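 also: yeast cells grown in 1536-well plates; yeast grown about 18 h at 30C before absorbance read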
EphB4 antag: blocks human EphB4 binding to ephrin-B2. P54760. EphB4 LBD / TNYL-RAW-Alexa532 peptide, fluorescence polarization. inhibition, % at 7 µM. 97,000 compounds, 0.15% hits. AID 720;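 active = inhibition above the screen-wide mean inhibition plus 3 SD, cut at about 15% in these data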;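 also: 0% = DMSO wells and 100% = excess unlabeled TNYL-RAW peptide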
PostGolgi ctrl: inhibits growth of the yeast control strain; efflux-deficient yeast background strain, growth absorbance A615, 16 h; inhibition, % at 10 µM; 98,000 compounds, 5% hits
S1P2 blocker: S1P2 (human) receptor antagonism; cell-based S1P2 antagonist assay, inhibition at 5 uM; inhibition, % at 5 µM; 97,000 compounds, 0.21% hits; AID 736; in the data active = inhibition above about 45%;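 also: CRE beta-lactamase reporter cells expressing human S1P2 stimulated with S1P; 0% = agonist at EC80 alone and 100% = agonist plus reference antagonist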
PTPN22 inh 2: LYP (human) phosphatase inhibition. Q9Y2R2. recombinant LYP catalytic domain, DiFMUP fluorescence. inhibition, % at 2 µM. 96,000 compounds, 0.21% hits. AID 640;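 active = inhibition at 2 µM at or above a set limit, the screen mean plus 3 SD, cut at about 24% in these data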;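 also: 0% = DMSO with enzyme and 100% = enzyme fully blocked by orthovanadate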
PTPN22 act: activators of human LYP (PTPN22) phosphatase; recombinant LYP, DiFMUP fluorescence; 0 = plate median, 100 = signal doubled; 96,000 compounds, 0.11% hits; activation, % at 2 µM; Q9Y2R2;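 active = activation at 2 µM above a set limit, the mean plus 5 SD, cut at about 37% in these data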
Numbers without * were called inactive. Rule as the data show it, unless noted: active = inhibition above about 30%; inactive = the rest.

CCCCNC(=O)c1ccccc1NC(=O)CCSc1ccccc1 was read as S1P2 ag -3.3, FAK inh 6.5, HIV Rev-RRE inh 17.9, PostGolgi yeast -3.1, EphB4 antag 2.0, PostGolgi ctrl 17.5, S1P2 blocker 6.3, PTPN22 inh 2 -5.0 and PTPN22 act 9.4.
Screening CCOC(=O)CCn1c2nc(C)cc(C)c2c(=O)n1-c1ccccc1 returned S1P2 ag -3.1, FAK inh -3.2, HIV Rev-RRE inh 2.8, PostGolgi yeast -2.2, EphB4 antag 3.7, PostGolgi ctrl 3.3, S1P2 blocker 7.4, PTPN22 inh 2 -7.9 and PTPN22 act 7.5.
Screening Cc1cc2cc(C(c3nnnn3Cc3ccco3)N3CCCCC3)c(=O)[nH]c2cc1C (stereo not drawn) returned S1P2 ag -3.2, FAK inh -1.1, HIV Rev-RRE inh 26.2, PostGolgi yeast -0.2, EphB4 antag -0.2, PostGolgi ctrl 4.0, S1P2 blocker -5.3, PTPN22 inh 2 10.1 and PTPN22 act -8.0.
For Cc1ccccc1CNC(=O)c1ccccc1C the results were S1P2 ag -1.2, FAK inh 1.2, HIV Rev-RRE inh -1.3, PostGolgi yeast -4.8, EphB4 antag -0.6, PostGolgi ctrl 1.2, S1P2 blocker -8.9, PTPN22 inh 2 -18.4 and PTPN22 act 21.4.
O=C(O)CCCCCNS(=O)(=O)c1c(Cl)cccc1Cl was read as S1P2 ag -0.7, FAK inh -2.9, HIV Rev-RRE inh 2.3, PostGolgi yeast 7.6, EphB4 antag -4.4, PostGolgi ctrl 26.7, S1P2 blocker -0.9, PTPN22 inh 2 -9.2 and PTPN22 act 5.5.
Cc1ccc(Cl)cc1N1CCN(C(=O)C2(S(=O)(=O)c3ccc(Cl)cc3)CC2)CC1 was read as S1P2 ag -9.3, FAK inh -1.1, HIV Rev-RRE inh 2.4, PostGolgi yeast -4.0, EphB4 antag 0.0, PostGolgi ctrl 39.8*, S1P2 blocker -5.6, PTPN22 inh 2 0.3 and PTPN22 act 2.7.
Screening CCOc1ccc(NC(=O)CN2CCN(CC(=O)Nc3ccc4c(c3)OCO4)CC2)cc1 returned S1P2 ag -14.4, FAK inh 2.7, HIV Rev-RRE inh 5.4, PostGolgi yeast -4.6, EphB4 antag -0.9, PostGolgi ctrl 0.5, S1P2 blocker 8.2, PTPN22 inh 2 10.1 and PTPN22 act -6.0.
For COc1cccc(C(=O)Nc2nc3c(s2)CN(C)CC3)c1 the results were S1P2 ag -3.6, FAK inh 1.9, HIV Rev-RRE inh 5.0, PostGolgi yeast 11.8, EphB4 antag 5.5, PostGolgi ctrl -14.8, S1P2 blocker 21.9, PTPN22 inh 2 7.9 and PTPN22 act -6.3.
Screening Cc1cc(OCCCCN2C(=O)NC(C)(C)C2=O)cc(C)c1Cl returned S1P2 ag -6.3, FAK inh -0.2, HIV Rev-RRE inh -0.4, PostGolgi yeast 12.2, EphB4 antag 1.4, PostGolgi ctrl 12.2, S1P2 blocker 17.0, PTPN22 inh 2 -7.4 and PTPN22 act 6.2.

Quoted from the results shown for reference:
Cc1ccc(Cl)cc1N1CCN(C(=O)C2(S(=O)(=O)c3ccc(Cl)cc3)CC2)CC1 was read as S1P2 ag -9.3, FAK inh -1.1, HIV Rev-RRE inh 2.4, PostGolgi yeast -4.0, EphB4 antag 0.0, PostGolgi ctrl 39.8*, S1P2 blocker -5.6, PTPN22 inh 2 0.3 and PTPN22 act 2.7.
Screening CCOc1ccc(NC(=O)CN2CCN(CC(=O)Nc3ccc4c(c3)OCO4)CC2)cc1 returned S1P2 ag -14.4, FAK inh 2.7, HIV Rev-RRE inh 5.4, PostGolgi yeast -4.6, EphB4 antag -0.9, PostGolgi ctrl 0.5, S1P2 blocker 8.2, PTPN22 inh 2 10.1 and PTPN22 act -6.0.
For COc1cccc(C(=O)Nc2nc3c(s2)CN(C)CC3)c1 the results were S1P2 ag -3.6, FAK inh 1.9, HIV Rev-RRE inh 5.0, PostGolgi yeast 11.8, EphB4 antag 5.5, PostGolgi ctrl -14.8, S1P2 blocker 21.9, PTPN22 inh 2 7.9 and PTPN22 act -6.3.
Screening Cc1cc(OCCCCN2C(=O)NC(C)(C)C2=O)cc(C)c1Cl returned S1P2 ag -6.3, FAK inh -0.2, HIV Rev-RRE inh -0.4, PostGolgi yeast 12.2, EphB4 antag 1.4, PostGolgi ctrl 12.2, S1P2 blocker 17.0, PTPN22 inh 2 -7.4 and PTPN22 act 6.2.
